High-throughput results deposited in PubChem by National Center for Advancing Translational Sciences (NCATS).
TDP-43 yeast inh – inhibitors of TDP-43 toxicity in yeast; TDP-43 expressing yeast growth rescue, BacTiter-Glo, 24 h; Potency, µM (doses to about 46.1 µM), without a hit: top-dose growth rescue (activation), actives largely listed as activators; 410,000 compounds, 1.8% hits; AID 652104; also: potency is read from the fitted curve at half-maximal effect; % of control where 0% means no effect; nearly all actives have a fitted effect of over 50% in size
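Yeast expressing TDP-43 (pregrown in raffinose, seeded at OD600=0.02 in galactose medium) exposed to compounds 24 hr at 30 deg C. Growth read by BacTiter-Glo luminescence; rescue of toxicity appears as increased signal.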
FUS suppressor – suppressors of FUS proteinopathy in yeast. S. cerevisiae FUS-expressing, growth rescue, OD600, 24 h. Potency, µM (series often up to 76.6 µM), inactives show top-dose growth rescue (activation), hits mostly activators. 390,000 compounds, 0.24% hits;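 also: potency is read from the fitted curve at half-maximal effect; plate controls were DMSO vehicle for no effect and reference control for full effect; nearly all actives have a fitted effect of over 55% in size; some results filed as inactive show a strong effect at the top dose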
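Yeast expressing FUS under galactose induction, OD 0.005 in 2% galactose medium; compounds in a dilution series, 24 h at 30C. Growth rescue by absorbance at 600 nm; CP55940 positive control, DMSO negative.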
Abeta rescue – compounds reversing amyloid beta toxicity in yeast; yeast expressing A-beta42, growth rescue, OD600, 48 h; response scale: 0% DMSO, 100% iron-clioquinol control; Potency, µM (titrated, usually from 46.1 µM), without a hit: at the top dose growth rescue, most hits filed as activators; 410,000 compounds, 0.063% hits; also: potency is read from the fitted curve at half-maximal effect; nearly all actives have a fitted effect of over 55% in size
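Growth rescue measured by 600 nm absorbance after 48 h yeast culture at 30 C with compound. Values normalized between DMSO and an equimolar ferric chloride plus clioquinol control.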
GLP-1R inv ag – inverse agonists of human GLP-1 receptor | P43220 | HEK293 GLP-1R CRE-luciferase, luminescence, 24 h; GLP-1R form is constitutively active | Potency, µM (highest dose often 38.3 µM), without a hit: at the highest dose activity change, negative = inhibition, usual class: inhibitors | 410,000 compounds, 1.6% hits; also: potency is read from the fitted curve at half-maximal effect; % is scaled to controls: 0 for no effect and ±100 for the full control effect; nearly all actives have a fitted effect of over 55% in size
Target sequence (P43220 whole entry, looked up): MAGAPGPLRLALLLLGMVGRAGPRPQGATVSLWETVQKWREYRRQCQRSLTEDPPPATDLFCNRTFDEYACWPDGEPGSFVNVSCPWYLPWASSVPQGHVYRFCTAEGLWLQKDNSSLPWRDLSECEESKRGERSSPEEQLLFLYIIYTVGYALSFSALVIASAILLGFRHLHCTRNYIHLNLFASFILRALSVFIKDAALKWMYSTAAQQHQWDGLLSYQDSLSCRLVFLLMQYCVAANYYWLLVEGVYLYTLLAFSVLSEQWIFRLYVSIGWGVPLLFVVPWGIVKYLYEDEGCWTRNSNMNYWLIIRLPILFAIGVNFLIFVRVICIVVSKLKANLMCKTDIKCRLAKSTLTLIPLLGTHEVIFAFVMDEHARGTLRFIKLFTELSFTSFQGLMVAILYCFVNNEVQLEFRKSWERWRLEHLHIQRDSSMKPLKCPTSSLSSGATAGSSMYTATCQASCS
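Constitutively active GLP-1R drives a cAMP-responsive luciferase in stably transfected HEK293 cells; test compounds are added after overnight (12 h) attachment and left 24 hr, and signal loss in luminescence marks inhibition.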
aSyn yeast inh – alpha-synuclein toxicity inhibition in yeast; Yeast expressing alpha-synuclein, growth rescue, BacTiter-Glo, 24 h; Potency, µM (top dose mostly 46.1 µM), for inactives: top-dose growth rescue (activation), most hits filed as activators; 370,000 compounds, 0.14% hits; AID 652106; also: potency is read from the fitted curve at half-maximal effect; % of control where 0% means no effect; nearly all actives have a fitted effect of over 65% in size
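Rescue of yeast growth: cells expressing toxic alpha-synuclein, induced in galactose at OD600 0.02, incubated with compound 24 h at 30 C. ATP luminescence quantified growth; inhibitors of toxicity appear as activators.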
Mm-Cpn inhibitor – inhibitors of Methanococcus maripaludis chaperonin (MmCpn) | purified Mm-Cpn ATPase, ADP Transcreener TR-FRET | Potency, µM (top dose mostly 76.9 µM), for the others: top-dose activity, negative = inhibition, actives largely listed as inhibitors | 330,000 compounds, 0.031% hits; also: potency is read from the fitted curve at half-maximal effect; % is scaled to controls: 0 for no effect and ±100 for the full control effect; nearly all actives have a fitted effect of over 80% in size
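Quantitative HTS used 25 nM Mm-CPN and 10 uM ATP in magnesium/KCl Tris buffer, pH 7.4, with 1 mM DTT. Hydrolysis ran 30 min at 37°C; ADP was read by HTRF.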
GLP1R cytotox – cytotoxicity counter-screen for GLP-1 receptor inverse agonists. HEK293 cAMP-luciferase reporter cells, luminescence, 24 h. Potency, µM (top dose mostly 38.3 µM), inactives show at the top dose activity change, negative = inhibition, usual class: inhibitors. 410,000 compounds, 0.13% hits;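 also: loss of luciferase light is scored as toxicity; potency is read from the fitted curve at half-maximal effect; % is scaled to controls: 0 for no effect and ±100 for the full control effect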
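1536-well qHTS counterscreen of the MLSMR; 200 cells/uL, 12 h pre-incubation, 23 nL cpd, 24 h at 37 deg C 5% CO2, luciferase detection reagent, 12 min RT, luminescence. Inhibition = undesired.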
pAkt inh – blocks phosphorylation of Akt. Neuro2A IGF-stimulated pAkt S473 HTRF, 20 min; stronger effect = lower value. activity change, % for hits at 50 µM. 360,000 compounds, 0.32% hits; in the data active = activity change below about -80%; inconclusive = mostly about -51% to -80%; also: % is scaled to controls: 0 for no effect and ±100 for the full control effect
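Neuro2A cells in DMEM with 0.5% FBS, overnight at 37 deg C, given compound at single 50 µM final, then IGF (6 nM final) for 20 min at 37 deg C. Lysed; phospho-Akt Ser473 by HTRF after 24 h, 665/615 ratio.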
PTHR1 agonist – PTHR1 (human) receptor agonism. Q03431. HEK293 GP2 PTHR1 cells, GloSensor cAMP luminescence, 1 h. Potency, µM (top dose mostly 115 µM), for inactives: at the top dose activation, actives largely listed as activators. 410,000 compounds, 0.075% hits. AID 743266; also: potency is read from the fitted curve at half-maximal effect; nearly all actives have a fitted effect of over 55% in size; some results filed as inactive show a strong effect at the top dose; inactives centre near -15; many of its hits are not listed in these tables
Target sequence (Q03431 whole entry, looked up): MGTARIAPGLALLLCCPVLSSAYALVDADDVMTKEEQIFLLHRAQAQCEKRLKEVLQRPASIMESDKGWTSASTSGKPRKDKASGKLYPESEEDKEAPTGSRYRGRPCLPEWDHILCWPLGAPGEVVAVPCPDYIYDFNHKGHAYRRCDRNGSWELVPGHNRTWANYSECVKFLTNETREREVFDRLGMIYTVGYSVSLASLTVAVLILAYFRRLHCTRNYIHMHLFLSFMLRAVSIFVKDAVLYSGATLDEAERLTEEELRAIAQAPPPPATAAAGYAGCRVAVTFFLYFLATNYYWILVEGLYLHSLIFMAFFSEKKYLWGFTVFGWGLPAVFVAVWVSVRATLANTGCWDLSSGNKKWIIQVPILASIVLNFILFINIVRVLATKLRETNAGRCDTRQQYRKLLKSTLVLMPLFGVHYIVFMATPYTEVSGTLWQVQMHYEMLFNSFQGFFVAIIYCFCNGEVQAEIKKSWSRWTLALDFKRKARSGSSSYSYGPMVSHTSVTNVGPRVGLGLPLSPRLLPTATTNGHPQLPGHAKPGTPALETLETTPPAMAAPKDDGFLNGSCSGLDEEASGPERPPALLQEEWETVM
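HEK-293-derived GP2 cells expressing PTHR1 and a GloSensor cAMP reporter, 3,000/well, plated overnight, given luciferin plus IBMX (each 0.5 mM as added) for 1 h at 37 °C, then compound for 1 h at 37 °C. Luminescence was read after 15 min at room temperature.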
* = called active by the depositor; i = inactive; ? = inconclusive; . = not tested or not shown; & = joins results of further samples; [ ] = dose if it differs, or a comment. Unless noted, calls follow the shape of the dose curve; as a rule, active = well fitted curve in the direction sought with a large enough effect; inconclusive = small, poorly fitted or top-dose-only effect, or another doubt; inactive = no such curve, though single readings can be large; an effect the other way counts as inactive or inconclusive. The list is partial; rates above refer to the full screens.

Structure,TDP-43 yeast inh,FUS suppressor,GLP1R cytotox,Abeta rescue,Mm-Cpn inhibitor,PTHR1 agonist,GLP-1R inv ag,pAkt inh,aSyn yeast inh
Cc1ccc(Cn2cccc(C(=O)Nc3nc4ccc(C)cc4s3)c2=O)cc1,-4%,8%,5%,-22%,.,i,3%,.,.
c1ccc(CCN2CCCCC2)nc1,-6%,0%,7%,7%,.,i,23%,i,0%
COc1cccc(-c2sc3ccccc3c2-c2ccc(OCCN3CCOCC3)cc2)c1,-11%,?,-6%,-69%[inhibitor],?,-15%,?,i,-53%[inhibitor]
Clc1cccc(Cl)c1Cn1nnc(N2CCCC2)n1,-8%,-6%,-5%,2%,1%,-1%,?,i,-5%
CC/C(=N\NC(=O)Nc1ccccc1)c1c(O)n(Cc2ccccc2)c(=O)[nH]c1=O,14%,-3%,6%,-29%,2%,i,24%,i,-1%
CC1=CC(=C2C(=O)NC(=S)NC2=O)C=C(C(F)(F)F)N1C,12%,12%,?,7%,0%,i,12%,i,11%
CN1CCN(CCC(C#N)(c2ccccc2)c2ccccc2)CC1,2%,6%,-20%,-15%,3%,i,?,i,0%
CCOC(=O)C1=C(C)C(c2cccc(Oc3ccccc3)c2)NC(=S)N1 (stereo unspecified),2%,35%,?,?,-5%,-38%,?,i,-3%

Structure,TDP-43 yeast inh,FUS suppressor,GLP1R cytotox,Abeta rescue,Mm-Cpn inhibitor,PTHR1 agonist,GLP-1R inv ag,pAkt inh,aSyn yeast inh
Cn1cc(C(=O)N2CCCCC2)c2ccccc21,10%,-10%,-2%,7%,-5%,-23%,-15%,i,-4%
O=P1(N(CCCl)CCCl)NCCCO1 (stereo unspecified),?,-35%,8%,-17%,1%,i,8%,i,-3%&-2%
COc1ccc(CCNCc2ccncc2)cc1,-11%,11%,63%[activator],-7%,-1%,-25%[57.5 µM],6%,i,-3%
CN1CCN(c2nc3ccccn3c(=O)c2C=C2C(=O)N(C)C(=O)N(C)C2=O)CC1,-10%,.,21%,20%,1%,i,19%,i,11%
C[C@]1(O)CCC2C3CC[C@H]4C[C@@H](OC(=O)[C@@H](N)CCCCN)CC[C@]4(C)C3CC[C@@]21C (stereo partly specified),-20%,-29%,2%,-17%,.,-10%,7%,i,17%
Brc1ccccc1CNCCc1ccc2c(c1)OCO2,5%,0%,9%,-15%,-1%,-19%,?,i,-2%
Cc1ccc(Cn2c(C)c3cnn(CC(=O)N4CCC5(CC4)OCCO5)c(=O)c3c2C)cc1,20%,25%,-30%,7%,-1%,-87%[inhibitor][57.5 µM],?,i,2%
CN1CCC(N(C)c2ncnc3ccc(Br)cc23)CC1,4%,-3%,-11%,0%,-2%,i,?,i,3%

Structure,TDP-43 yeast inh,FUS suppressor,GLP1R cytotox,Abeta rescue,Mm-Cpn inhibitor,PTHR1 agonist,GLP-1R inv ag,pAkt inh,aSyn yeast inh
O=c1[nH]c(=S)n(-c2ccc(F)cc2)c(O)c1/C=N/N1CCOCC1,13%,8%,-14%,5%,-3%,i,11%,i,-1%
CC(=O)O[C@H]1CCC2C3CC[C@H]4[C@@H](O)[C@H](O)CC[C@]4(C)C3CC[C@@]21C (stereo partly specified),-8%,2%,-4%,-5%,.,i,13%,i,6%
CC1(C)CC(CCNCc2ccc3c(c2)OCO3)(Cc2ccccc2)CCO1 (stereo unspecified),5%[9.22 µM],8%,-3%[7.66 µM],0%,?,-40%,-20%[7.66 µM],i,0%
COc1ccc(CN2C(=O)NC(=O)/C(=C\c3cc(OC)c(OC)c(OC)c3)C2=O)cc1,-23%,45%,4%,0%,-1%,i,3%,i,6%
CC(C)N1C(=O)CCC1C(=O)N1CCC2(CC1)OCCO2 (stereo unspecified),-3%,2%,9%,3%,0%,-1%[57.5 µM],0%,.,0%
CCCCn1c(O)c(/C=N/NC(=O)c2ccncc2)c(=O)[nH]c1=S,24%,10%,61%[activator],-16%,1%,i,-17%,i,2%
O=[N+]([O-])c1ccc(O)c([N+](=O)[O-])c1,-92%[inhibitor],-15%,0%,-62%[inhibitor],.,-53%[inhibitor],9%,i,3%
O=C1NC(=O)C(=CCc2ccccc2)C(=O)N1,-2%,.,-18%,-10%,.,i,10%,i,-7%

Five entries from above, set out differently.
Under each structure – TDP-43 yeast inh | FUS suppressor | GLP1R cytotox | Abeta rescue | Mm-Cpn inhibitor | PTHR1 agonist | GLP-1R inv ag | pAkt inh | aSyn yeast inh
- O=c1[nH]c(=S)n(-c2ccc(F)cc2)c(O)c1/C=N/N1CCOCC1
 : 13% | 8% | -14% | 5% | -3% | i | 11% | i | -1%
- CC1(C)CC(CCNCc2ccc3c(c2)OCO3)(Cc2ccccc2)CCO1 (stereo unspecified)
 : 5%[9.22 µM] | 8% | -3%[7.66 µM] | 0% | ? | -40% | -20%[7.66 µM] | i | 0%
- O=[N+]([O-])c1ccc(O)c([N+](=O)[O-])c1
 : -92%[inhibitor] | -15% | 0% | -62%[inhibitor] | . | -53%[inhibitor] | 9% | i | 3%
- O=C1NC(=O)C(=CCc2ccccc2)C(=O)N1
 : -2% | . | -18% | -10% | . | i | 10% | i | -7%
- CC(=O)O[C@H]1CCC2C3CC[C@H]4[C@@H](O)[C@H](O)CC[C@]4(C)C3CC[C@@]21C (stereo partly specified)
 : -8% | 2% | -4% | -5% | . | i | 13% | i | 6%

(more compounds)
Structure,TDP-43 yeast inh,FUS suppressor,GLP1R cytotox,Abeta rescue,Mm-Cpn inhibitor,PTHR1 agonist,GLP-1R inv ag,pAkt inh,aSyn yeast inh
CCOC(=O)c1sc(=NC(=O)c2ccc(C)c(C)c2)n(C)c1C,20%,-12%,19%,4%,2%,-38%[inhibitor],20%,i,2%
CCOC(=O)c1cncn1[C@@H](C)c1ccccc1,29%,13%,-18%,-16%,-1%,-9%,2%,i,-7%
COc1ccc2[nH]c3c(c2c1)CCNC3C (stereo unspecified),5%,-19%,-4%,7%,0%,i,-10%,i,-7%
CCOC(=O)C1=C(C)OC(N)=C(C(=O)OCC)C12C(=O)Nc1ccc(Br)cc12 (stereo unspecified),11%,-3%,-18%,16%,1%,-1%[57.5 µM],?,i,6%
Cc1ccc(-c2n[nH]c3c2C(c2cccs2)N(c2ccc(Cl)cc2)C3=O)cc1 (stereo unspecified),14%,?,?,3%,.,-61%[inhibitor],7.9µM*,.,.
Nc1nc(CCl)nc(N(c2ccccc2)c2ccccc2)n1,-14%,2%,?,11%,1%,-10%,?,i,2%
Cn1cccc1C1CCCN1CC(=O)Nc1ccc(C#N)c(Cl)c1 (stereo unspecified),-15%,9%,0%,-12%,-3%,i,?,i,-3%
COc1ccc(OCC(=O)N2CCN(C3CCC(c4ccccc4)CC3)CC2)cc1 (stereo unspecified),-13%[0.397 µM],10%,4%,-1%,0%,i,?,i,-3%

Structure,TDP-43 yeast inh,FUS suppressor,GLP1R cytotox,Abeta rescue,Mm-Cpn inhibitor,PTHR1 agonist,GLP-1R inv ag,pAkt inh,aSyn yeast inh
C[C@@H]1CN([C@H](C)CO)C(=O)CCCn2nncc2CO[C@H]1CN(C)C(=O)Oc1cccc2ccccc12,10%,8%,0%,-2%,.,-10%,12%,i,1%
COc1cccc(-c2nn3c(=O)cc(CN4CCN(C(=O)COc5ccccc5C)CC4)nc3s2)c1,3%,15%,-9%,-8%,.,i,-12%,.,.
COc1ccccc1-n1c(Cc2ccccc2)nc2ccccc2c1=O,7%,-3%,0%,9%,3%,i,?,i,12%
CNC(=O)/C(C#N)=C/c1c(N2CCCCCC2)nc2ccccn2c1=O,2%,10%,121%[activator],3%,-4%,i,66%[activator],i,0%
N/C(=N\[N+](=O)[O-])NCCCC(NC(=O)CNC(=O)c1ccccc1)C(=O)O (stereo unspecified),13%[9.22 µM],2%,-1%[7.66 µM],-5%,0%,-3%,13%[7.66 µM],i,0%
C[N+]1(C)[C@@H]2CC[C@H]1CC(OC(=O)C(c1ccccc1)c1ccccc1)C2 (stereo partly specified),12%,-19%,1%,-13%,0%,i,-4%,i,6%
Cc1ccc(C2CC3CCC(C2)N3Cc2ccccc2F)cc1 (stereo unspecified),18%,2%,?,15%,0%,-63%[inhibitor],?,i,8%
COc1ccc2sc(-c3ccc(SC)cc3)c(-c3ccc(O)cc3)c2c1,2%,20%,?,-4%,?,-40%[inhibitor],5.6µM*,i,8%

Structure,TDP-43 yeast inh,FUS suppressor,GLP1R cytotox,Abeta rescue,Mm-Cpn inhibitor,PTHR1 agonist,GLP-1R inv ag,pAkt inh,aSyn yeast inh
COc1ccc(-n2c(O)c(C=Nc3c(C)n(C)n(-c4ccccc4)c3=O)c(=O)[nH]c2=O)cc1,-13%,24%,72%[activator],7%,2%,-2%[57.5 µM],-9%,i,-1%
O=C(C1CC(=O)N(C2CCCCC2)C1)N1CCC2(CC1)OCCO2 (stereo unspecified),-18%,15%,-4%,-15%,2%,0%[57.5 µM],-4%,-110%*,-2%
Cc1cc(OC(=O)N(C)C)nc(SCc2c(Cl)cccc2Cl)n1,-7%,41%,1%,11%,0%,-95%[inhibitor],10µM*,i,-24%
Clc1ccc(CCC(Cn2ccnc2)Sc2c(Cl)cccc2Cl)cc1 (stereo unspecified),-25%,23%,-6%,-65%[inhibitor],-3%,-42%[inhibitor],?,i,?
CN(C)C(Cc1ccccc1)C(=O)c1ccccc1 (stereo unspecified),-5%,13%,4%,8%,0%,i,10%,i,0%
